High-throughput results (PubChem)
HePTP inhibitor – inhibitors of human HePTP phosphatase, primary screen, biochemical, absorbance, leukemia target; Tyrosine-protein phosphatase non-receptor type 7 (Homo sapiens), P35236; recombinant HePTP phosphatase activity, OD absorbance; inhibition, % at 20 µM; actives 0.64% (n = 110,000); AID 521, 2006; in the data active = inhibition above about 50%;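 note: plate controls were vehicle for no effect and reference inhibitor for full effect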
Target sequence (P35236 whole entry, looked up): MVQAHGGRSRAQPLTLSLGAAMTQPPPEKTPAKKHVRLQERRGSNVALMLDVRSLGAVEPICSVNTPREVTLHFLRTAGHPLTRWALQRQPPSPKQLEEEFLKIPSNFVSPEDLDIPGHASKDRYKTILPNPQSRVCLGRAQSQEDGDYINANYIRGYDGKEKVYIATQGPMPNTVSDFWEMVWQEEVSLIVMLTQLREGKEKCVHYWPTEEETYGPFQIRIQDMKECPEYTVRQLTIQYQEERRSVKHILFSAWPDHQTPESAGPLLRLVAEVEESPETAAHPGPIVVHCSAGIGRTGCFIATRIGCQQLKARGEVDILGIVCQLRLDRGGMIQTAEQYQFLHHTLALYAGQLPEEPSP
BAP1 inh – inhibitors of BAP1 deubiquitinase, primary screen, biochemical, Ub-AMC fluorescence, kinetic; recombinant BAP1, Ub-AMC hydrolysis fluorescence kinetic; stronger effect = lower value; activity remaining (% of control), % at 20 µM; actives 0.48% (n = 72,000);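 active = activity remaining at or below 50% of control, provided the compound also passes the data quality filters; inactive = the rest, including low values that fail the filters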;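 note: 100% = DMSO wells rate and 0% = substrate alone blank rate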
Target sequence (Q92560 whole entry, looked up): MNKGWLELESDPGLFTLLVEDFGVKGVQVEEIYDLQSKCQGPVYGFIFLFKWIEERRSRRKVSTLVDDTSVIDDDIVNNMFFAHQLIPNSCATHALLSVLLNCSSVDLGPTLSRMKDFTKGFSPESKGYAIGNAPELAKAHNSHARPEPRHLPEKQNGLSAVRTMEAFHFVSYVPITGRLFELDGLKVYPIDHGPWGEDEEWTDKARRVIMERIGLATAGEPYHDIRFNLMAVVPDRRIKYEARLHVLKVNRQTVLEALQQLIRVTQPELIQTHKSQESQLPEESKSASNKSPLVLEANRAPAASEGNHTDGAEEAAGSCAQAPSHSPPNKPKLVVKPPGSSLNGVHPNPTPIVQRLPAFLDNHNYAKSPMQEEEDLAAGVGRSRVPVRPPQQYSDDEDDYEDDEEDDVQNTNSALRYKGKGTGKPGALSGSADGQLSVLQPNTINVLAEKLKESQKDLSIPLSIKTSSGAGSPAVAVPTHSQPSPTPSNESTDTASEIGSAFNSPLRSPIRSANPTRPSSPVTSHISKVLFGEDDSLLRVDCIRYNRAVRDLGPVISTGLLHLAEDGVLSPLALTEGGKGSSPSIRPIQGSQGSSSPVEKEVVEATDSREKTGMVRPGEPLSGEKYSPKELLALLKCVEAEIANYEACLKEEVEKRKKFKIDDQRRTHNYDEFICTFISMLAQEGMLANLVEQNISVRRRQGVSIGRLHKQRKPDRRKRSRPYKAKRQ
Numbers without * were called inactive; . = not tested or not shown; & = joins results of further samples.

nr	compound	HePTP inhibitor	BAP1 inh
1	O=C1c2ccccc2NC(c2ccc(Cl)cc2Cl)N1Cc1ccco1 (stereo not drawn)	-14.2	.
2	CC1CC(C)CN(C(=O)COc2ccc(-c3nnco3)cc2)C1 (stereo not drawn)	1.1	115.4
3	Cc1cccc(-c2nc(CS(=O)CC(=O)N3CCc4ccccc4C3)c(C)o2)c1 (stereo not drawn)	0.1	104.4
4	Cc1ccc(-c2nnn(CC(=O)N(c3ccccc3F)C(C(=O)NC3CCCC3)c3ccco3)n2)o1 (stereo not drawn)	2.7	93.0
5	COc1ccc(C2=NOC(C(=O)N3CCOCC3)C2)cc1OC (stereo not drawn)	12.3	97.7
6	CC1(C)Cc2c(C#N)c(NCc3ccco3)nc(-c3ccco3)c2CO1	7.8	.
7	Cc1nc2ccccn2c1/C(O)=C1\C(=O)C(=O)N(CCCN(C)C)C1c1ccc(F)cc1 (stereo not drawn)	11.7	92.2
8	CC(C)C12CN(C(=O)c3ccccc3)CC(C(C)C)(CN(C(=O)c3ccccc3)C1)C2=O	2.9	.
9	CCOc1ccc(NC(=O)C(=O)Nc2cccc(C(F)(F)F)c2)cc1	6.2	.
10	CCOC(=O)c1c(N)sc(C(=O)Nc2ccc3c(c2)OCO3)c1C	3.7&10.4	86.5
11	COc1cccc(C2C(C(=O)Nc3ccccc3)=C(C)N=c3s/c(=C\c4c[nH]c5ccccc45)c(=O)n32)c1 (stereo not drawn)	9.0	.
12	Cn1cnc2c(N3CCCCC3)nccc21	0.8	70.6
13	COc1cc(OC)cc(C(=O)N2CCN(Cc3ccccc3C)CC2)c1	3.7	.
14	C=CCc1ccc(OCC(O)CN2C(C)CCCC2C)c(OC)c1 (stereo not drawn)	-2.1	.
15	c1ccc(-n2c(-c3ccco3)nnc2N2CCOCC2)cc1	-10.5	98.2
16	CCOC(=O)C1=C(O)/C(=C/c2ccccc2)SC1=Nc1ccc([N+](=O)[O-])cc1	-2.2	.
17	Cc1nc2c(C(=O)N3CCN(c4ccccn4)CC3)cnn2c(C)c1Cc1cccc(Cl)c1	-4.8	98.4
18	Cc1ccc(S(=O)(=O)Nc2ccc(Br)cc2C(=O)c2cccc(Cl)c2)cc1	.	58.7
19	CCOC(=O)c1c(NC(=O)CN2CCN(C)CC2)sc2c1CCN(C(=O)OCC)C2	7.7	.
20	CCOC(=O)N1CCN(S(=O)(=O)c2ccc(C(=O)Nc3nc4ccccc4s3)cc2)CC1	-11.6	66.5
21	Fc1cccc(CN2CCCCCCC2)c1	-11.7	153.1
22	COC(=O)[C@H](C)NC(=O)Nc1ccc(OC)c(OC)c1	4.1	108.1
23	COc1ccc(CCn2c(N)cc(=O)[nH]c2=S)cc1OC	3.5	66.8
24	CCN1C(=O)/C(=C\c2ccc3c(c2)OCO3)C(C(=O)OC)=C1C	7.3	.
25	N#Cc1ccc(CSc2nnc(-c3ccncc3)n2CCc2ccccc2)cc1	-2.6	129.6
26	CC(=O)N(C)c1ccc(NC(=O)COc2ccc(Cl)cc2)cc1	7.3	.
27	Cc1ccc(S(=O)(=O)N2CCN(C(=O)CN3CCN(C)CC3)C2)cc1	2.7	98.6
28	CCOc1ccc(C2/C(=C(\O)c3ccccc3)C(=O)C(=O)N2CCCC(=O)O)cc1 (stereo not drawn)	-5.3	.
29	Cc1cc(NC(=O)NC(=O)c2cccc(OC(F)(F)C(F)F)c2)n[nH]1	8.1	59.6
30	COc1cc(NS(=O)(=O)c2ccc(N/C=C\C(=O)c3ccc4ccccc4c3)cc2)nc(OC)n1	8.8	.
31	CCOC(=O)c1cccc(NC(=O)C2CCCO2)c1 (stereo not drawn)	5.4	72.3
32	CCc1cccc(C)c1-n1nnnc1C(C)(C)N(C)C	.	65.5

Filtered by structure, those above containing a thiophene ring, fused or not
nr	compound	HePTP inhibitor	BAP1 inh
10	CCOC(=O)c1c(N)sc(C(=O)Nc2ccc3c(c2)OCO3)c1C	3.7&10.4	86.5
19	CCOC(=O)c1c(NC(=O)CN2CCN(C)CC2)sc2c1CCN(C(=O)OCC)C2	7.7	.

Further entries follow:
nr	compound	HePTP inhibitor	BAP1 inh
33	COC(=O)c1nn(-c2c(C)n(C)n(-c3ccccc3)c2=O)cc1O	3.7	117.8
34	COc1ccc(N2CCN(C(=O)c3ccc(NS(=O)(=O)c4cccc(F)c4)cc3)CC2)cc1	-4.6	59.7
35	O=C(CCCn1c(=O)[nH]c2ccsc2c1=O)N1CCN(Cc2ccc3c(c2)OCO3)CC1	-2.7	.
36	Nc1nonc1OCCN1CCN(c2ccc([N+](=O)[O-])c3cccnc23)CC1	-2.8	.
37	O=C(Nc1ccccc1C(=O)Nc1ccc(Br)cc1)c1ccco1	-1.7	.
38	O=C(CCCOc1ccc(Cl)cc1)N1CCOCC1	7.6	81.8
39	COc1ccc(OCCNc2cc(Cl)ccc2[N+](=O)[O-])cc1	0.6	.
40	Cc1ccc(NC(=O)C2CCCN2S(=O)(=O)c2cccc3cccnc23)cc1F (stereo not drawn)	7.8	100.3
41	CCNS(=O)(=O)c1ccc(NC(=O)Cc2ccc(F)cc2)cc1	1.0	77.3
42	COC(=O)CN(c1ccc(C)c(C)c1)S(C)(=O)=O	-13.3	.
43	COc1cc(C(=O)NCC(=O)OCC(=O)c2ccc[nH]2)cc(OC)c1OC	8.0	104.0
44	O=C(CSc1nnc(-c2cccs2)o1)OCc1ccccc1	-8.3	133.2
45	CCc1ccc(OCC(=O)Nc2ccc3ccccc3c2)cc1	-4.2	.
46	CCOC(=O)c1sc2nc(N3CCOCC3)c3c(c2c1N)CCN(C)C3	0.3	80.8
47	CC(=O)OCC(=O)[C@@]1(OC(C)=O)[C@@H](C)C[C@H]2[C@@H]3C[C@H](F)C4=CC(=O)C=C[C@]4(C)[C@@]3(F)[C@@H](O)C[C@@]21C	6.5	144.7
48	COc1ccc(C(=O)N2CCN(C(=O)c3ccc([N+](=O)[O-])cc3)CC2)cc1	4.7	.
49	CC#CCOC(=O)c1c(C)nc2sc3c(c2c1N)CCC(O)C3 (stereo not drawn)	.	97.5
50	Cc1sc(NC(=O)CSc2nnc(C)c(=O)[nH]2)c(C#N)c1C	3.5	62.4
51	CCc1cc2c3c(c(=O)oc2cc1OC)CCCC3	6.9	.
52	Cc1cc(=O)oc2c(C=NC3CCCCC3)c(O)ccc12	-2.0	.
53	NC(=O)C1CCN(C(=O)CN2CCN(c3cccc(C(F)(F)F)c3)CC2)CC1	5.8	91.3
54	CCOC(=O)c1c(C)oc2c1c(C(c1cccnc1)N1CCN(C)CC1)c(O)c1ccccc12 (stereo not drawn)	11.9	143.4
55	N#CCSc1nc(N)c(C#N)c(C2CCCCC2)c1C#N	-10.7	129.8
56	CC1(C)CC(=O)C2=C(C1)N=C1c3ccccc3C(=O)C1C2c1ccc(O)c(O)c1 (stereo not drawn)	-0.4	.
57	CCCCOC(=O)Nc1nc2ccc(OC)cc2s1	8.6	114.6
58	O=C(NCc1ccco1)c1cc(-c2cccnc2)nc2ccccc12	6.3	112.4
59	O=C(Nc1nccs1)c1ccc(N2C(=O)CCC2=O)cc1	8.0	.
60	O=C(CCN1C(=O)/C(=C/c2cccs2)SC1=S)Nc1cccc(F)c1	3.7	.
61	O=C(CSc1ccccn1)Nc1ccc(/C=C/c2ccccc2)cc1	-7.3	.
62	CCOc1ccccc1NC(=O)c1c(NC(=O)c2ccccc2Cl)sc2c1CCC(C)C2 (stereo not drawn)	-0.1	.
63	CCOCCCNC(=O)C1CCN(C(=O)N(C)C)CC1	-11.2	110.6
64	COc1ccc(CC(=O)ONC(=O)c2ccc(Cl)cc2)cc1OC	5.4	.
65	Cc1nc2nc(COc3ccccc3)[nH]n2c(=O)c1C	-5.1	97.8
66	CCOC(=O)CNC(=O)c1ccc(OC)cc1	-12.4	.
67	O=C1N/C(=N/N=C/c2ccco2)SC1Cc1ccc(F)cc1 (stereo not drawn)	9.5	.
68	COc1ccccc1N1C(=O)CC(Nc2ccc(N3CCOCC3)cc2)C1=O (stereo not drawn)	-3.6&-2.8	112.2&80.6
69	CCn1c(COc2ccccc2C)nnc1SCC(=O)NC1CCCC1	5.5	93.7
70	C=CCNC(=O)COc1cccc(C)c1	-1.0	.
71	Cc1ccc(-n2c(N)c(C(=O)N3CCOCC3)sc2=S)c(C)c1	7.7	73.3
72	CCOC(=O)c1ccc(NC(=O)CSc2nnc(CNC(=O)c3c(F)cccc3Cl)o2)cc1	-0.5	110.8

Next part, overlapping the part above by 6 compounds.
nr	compound	HePTP inhibitor	BAP1 inh
67	O=C1N/C(=N/N=C/c2ccco2)SC1Cc1ccc(F)cc1 (stereo not drawn)	9.5	.
68	COc1ccccc1N1C(=O)CC(Nc2ccc(N3CCOCC3)cc2)C1=O (stereo not drawn)	-3.6&-2.8	112.2&80.6
69	CCn1c(COc2ccccc2C)nnc1SCC(=O)NC1CCCC1	5.5	93.7
70	C=CCNC(=O)COc1cccc(C)c1	-1.0	.
71	Cc1ccc(-n2c(N)c(C(=O)N3CCOCC3)sc2=S)c(C)c1	7.7	73.3
72	CCOC(=O)c1ccc(NC(=O)CSc2nnc(CNC(=O)c3c(F)cccc3Cl)o2)cc1	-0.5	110.8
73	Cc1c(Cl)cccc1-c1ccc(C(=O)N2CCN(c3ccc(Cl)cc3[N+](=O)[O-])CC2)o1	.	301.4
74	CC(=O)CCc1c(C)nc2c(C)cccc2c1Cl	-14.7	.
75	N#CCCn1c(SCC(=O)NCC2CCCO2)nc2ccccc21 (stereo not drawn)	-6.4	111.8
76	Cc1ccc(OCC(=O)N/N=C\c2ccc(OC(=O)c3ccc(Br)cc3)cc2)cc1	6.2	.
77	COC(=O)NC(NC(=O)OC)c1ccc(Br)cc1	5.1	.
78	O=C(CCC1CCCCC1)N1CCN(c2cccc(Cl)c2)CC1	4.2	.
79	CCOc1ccccc1NC(=O)c1c(NC(=O)Cc2ccccc2)sc2c1CCCCC2	10.9	.
80	Cc1nc2ccccn2c1C(=O)c1ccccc1	11.4	101.2
81	O=C(CN1CCN(Cc2ccc3c(c2)OCO3)CC1)c1ccc(F)cc1	.	280.0
82	COc1ccc(-c2cn3c(n2)SCC3)cc1	-13.5	.
83	COc1cc(C2SCC(=O)N2Cc2ccco2)cc([N+](=O)[O-])c1O (stereo not drawn)	5.3	.
84	COc1ccc(C(F)(F)F)cc1NC(=O)c1nc2nc(C)cc(C(F)F)n2n1	5.9	.
85	CCOC(=O)c1ccc(-c2n[nH]c(=O)c3ccccc23)cc1	3.2	105.7
86	O=C(Nc1ccc2nn(-c3ccccc3)nc2c1)c1cccc(I)c1	2.6	.
87	Cc1cccc(NC(=O)c2cc([N+](=O)[O-])ccc2Cl)c1Cl	-5.1	.
88	Cc1c(C(=O)N2CCN(c3ccccn3)CC2)oc2ccccc12	-6.5	126.0
89	COC(=O)CSc1ccc2nnc(-c3ccc(F)cc3)n2n1	4.6	105.8
90	Cc1ccc(C(O)(C(=O)Nc2ccccn2)c2ccc(C)cc2)cc1	5.6	.
91	CCCCCOC(=O)Cc1c(O)c2ccccc2[nH]c1=O	-10.2	102.9
92	CN1CCN(CC(=O)N(Cc2c(C#N)c3ccccc3n2C)c2ccccc2)CC1	4.9	117.2
93	CCC(=O)N(Cc1ccco1)c1nc(-c2cc(OC)ccc2OC)cs1	3.9	98.2
94	Cc1ccc(S(=O)(=O)N(C(=O)NC(=O)Nc2cccc(C(F)(F)F)c2)c2ccccc2)cc1	.	69.4
95	CN1C(=S)SC(N(O)C(=O)Nc2ccccc2)C1(C)C (stereo not drawn)	-0.8	110.3
96	Cc1oc(C(=O)O)cc1CSc1nnc(-c2ccccc2)n1C	4.6	71.4
97	COc1cc(C(=O)NC(NC(=S)Nc2ccccc2C)C(Cl)(Cl)Cl)cc(OC)c1OC (stereo not drawn)	11.9	.
98	Cc1ccc(-n2c(=O)[nH]c3c(C(N)=O)nc(CC(C)C)nc32)cc1	-5.2	109.5
99	O=C1C(=O)N(c2cccnc2)C(c2cccc([N+](=O)[O-])c2)/C1=C(\O)c1ccc(Cl)cc1 (stereo not drawn)	-12.1	.
100	CC1CN(c2cc(=O)n(-c3cccc(Br)c3)c(=O)[nH]2)CC(C)O1 (stereo not drawn)	4.6	99.3
101	COc1ccc(CNC(=O)CCc2ccccc2)cc1	6.2	.
102	N#Cc1nc(-c2ccc(OCc3ccc(Cl)cc3)cc2)oc1N1CCOCC1	-7.5	.
103	O=C(c1ccc(F)cc1)N(C1CCCCC1)C1CCCCC1	-6.6	.
104	Cc1cc(NC(=O)Cn2cnc3sc(C)c(-c4ccccc4)c3c2=O)no1	11.6	103.6
105	Cc1nc2cc(NC(=O)N3c4ccccc4CC3C)ccc2n1C (stereo not drawn)	9.4	90.8
106	Cc1ccc(N2C(=O)CC(N3CCN(c4ccccn4)CC3)C2=O)cc1 (stereo not drawn)	8.8	.
107	O=C(/C=C(\O)c1ccc2c(c1)OCO2)C(F)(F)F	9.2	.
108	Cn1cc(C(=O)c2ccc(Cl)cc2)cc1-c1nc2ccccc2n1C	-13.8	66.0
109	Cc1cnc(NC(=O)C(C)N2C(=O)C3CC=CCC3C2=O)s1 (stereo not drawn)	6.1	110.1
110	O=c1[nH]cnc2cc(Cl)ccc12	-8.1	101.6
111	COc1ccc(COC(=O)NNC(=O)c2ccc(Cl)cc2)cc1	5.3	.
112	COc1ccc2c(c1)C(C)CC(C)(C)N2C(=O)NC1CCCCC1 (stereo not drawn)	7.4	.
113	COCCOC(=O)c1cc(C(=O)c2cc(F)ccc2O)coc1=N	5.4	.
114	O=C1C(Cl)=C(NC(=O)c2ccccc2)C(=O)C(Cl)=C1NC(=O)c1ccccc1	-8.3	.
115	COc1ccccc1-c1nc(SCC(=O)O)n[nH]1	-5.5	91.1
116	O=C(CCc1ccccc1)NC1C2CC3CC(C2)CC1C3 (stereo not drawn)	9.2	.
117	O=S(=O)([O-])C/C(=C\c1ccc(Cl)cc1)c1cc[n+](CCO)cc1	6.5	.
